IDH1 R132H inh – inhibitors of human IDH1 R132H. O75874. IDH1 R132H reductase, diaphorase/resazurin fluorescence, 60 min. inhibition, % at 10 µM. 0.18% of 70,000 active; in the data active means inhibition above about 34%;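 further: 0% = DMSO and 100% = no enzyme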
Target sequence (O75874 whole entry R132H): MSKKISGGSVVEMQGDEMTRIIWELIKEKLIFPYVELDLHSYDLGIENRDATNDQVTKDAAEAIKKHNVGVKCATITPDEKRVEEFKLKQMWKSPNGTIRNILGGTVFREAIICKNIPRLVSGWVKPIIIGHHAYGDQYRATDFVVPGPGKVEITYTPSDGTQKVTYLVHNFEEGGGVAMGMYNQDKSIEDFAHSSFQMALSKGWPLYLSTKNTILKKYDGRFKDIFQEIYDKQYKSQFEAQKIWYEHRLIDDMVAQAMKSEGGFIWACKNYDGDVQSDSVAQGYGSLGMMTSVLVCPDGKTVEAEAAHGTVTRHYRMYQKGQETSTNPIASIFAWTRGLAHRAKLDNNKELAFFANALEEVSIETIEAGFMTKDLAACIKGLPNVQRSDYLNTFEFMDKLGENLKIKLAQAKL
EZH2 inh – EZH2 (human) methyltransferase inhibition; inhibition, % at 12.5 µM; Q15910; PRC2 H3K27 methylation, DELFIA TRF, 1 h; 0.35% of 57,000 active;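 active means mean inhibition of replicates at least 50% and every single replicate also reaching 50%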;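 further: dimethyl H3K27 on biotinylated H3 21-44 peptide detected by antibody; plate controls were median neutral control wells for no effect and median positive control wells for full effect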
* marks the source's active call; other numbers are inactive results; . = not tested or not shown. Some of the compounds tested; the hit share may differ from the screen's.

The line under a structure holds: IDH1 R132H inh	EZH2 inh
- C[C@H](CO)N1C[C@H](C)[C@@H](CN(C)C(=O)Nc2ccc(F)cc2)OCCCC[C@H](C)Oc2ccc(NC(=O)Nc3ccc(C(F)(F)F)cc3)cc2C1=O
  1.1	.
- COc1ccc(-c2cnc3c(c2)C(=O)N([C@H](C)CO)C[C@H](C)[C@@H](CN(C)Cc2ccccn2)O3)cc1
  0.5	1.9
- C[C@@H]1O[C@@H](Oc2cc(O)c3c(=O)c(-c4ccc(O)cc4)coc3c2)[C@H](O)[C@H](O)[C@H]1O
  2.8	.
- COC(=O)c1ccccc1NC(=O)C(C)NS(=O)(=O)c1cc(Cl)ccc1Cl (centres undefined)
  0.0	8.4
- Cc1ncc(CO)c(/C=N/NC(=O)CCCCCCC(=O)Nc2ccccc2O)c1O
  -0.2	12.3
- C[C@@H]1CN([C@@H](C)CO)S(=O)(=O)c2ccc(-c3cccnc3)cc2O[C@@H]1CN(C)C(=O)c1ccc2c(c1)OCO2
  2.5	.
- CN(C)C(=O)C[C@H]1CC[C@H](NC(=O)c2ccc(F)cc2)[C@H](CO)O1
  0.8	2.0
- C[C@@H]1CN([C@H](C)CO)C(=O)Cc2cc(NC(=O)Cc3cn(C)c4ccccc34)ccc2O[C@H]1CN(C)S(=O)(=O)c1ccc(F)cc1
  -4.7	.
- CNC[C@@H]1Oc2cc(-c3ccccc3OC)ccc2S(=O)(=O)N([C@@H](C)CO)C[C@H]1C
  0.9	5.4
- C[C@H](CO)N1C[C@H](C)[C@H](CN(C)S(=O)(=O)c2ccccc2)Oc2ccc(NS(=O)(=O)c3ccccc3)cc2CC1=O
  1.0	.
- CC1OC(Oc2cc(O)c3c(=O)c(OC4OCC(O)C(O)C4O)c(-c4ccc(O)cc4)oc3c2)C(O)C(O)C1O (centres undefined)
  -0.2	-8.8
- C[C@@H](NC(=O)C[C@@H]1CC[C@H](NC(=O)Cc2ccccn2)[C@H](CO)O1)c1ccccc1
  -0.2	5.4
- C[C@@H]1CN([C@@H](C)CO)C(=O)c2c(c3ccccc3n2C)-c2ccccc2CO[C@@H]1CN(C)Cc1cccnc1
  6.1	-7.5
- CCOC(=O)CCCSc1nc2c(c(C(F)(F)F)c1C#N)CC(C)CC2 (centres undefined)
  -0.3	6.1
- CC(C)NC(=O)N(C)C[C@@H]1Oc2ccc(NC(=O)C3CCCCC3)cc2C(=O)N([C@@H](C)CO)C[C@@H]1C
  4.5	15.3
- C[C@H]1CN([C@@H](C)CO)C(=O)c2cc(C3=CCCCC3)cnc2O[C@H]1CN(C)Cc1ccccc1C(=O)O
  .	9.4
- COCc1cn(CC[C@H]2CC[C@@H](NC(=O)Nc3ccc4c(c3)OCO4)[C@H](CO)O2)nn1
  -0.1	8.3
- Cc1ccc(S(=O)(=O)N(C)C[C@H]2Oc3ccc(NC(=O)CCCN(C)C)cc3CC(=O)N([C@@H](C)CO)C[C@H]2C)cc1
  .	12.6
- CCCNC(=O)Nc1ccc2c(c1)OC[C@@H](C)N(C)C[C@@H](C)[C@H](OC)CN(C)C2=O
  0.0	13.1
- C[C@H](CO)N1C[C@H](C)[C@H](CN(C)S(=O)(=O)c2cccs2)Oc2ccc(NC(=O)Nc3ccccc3)cc2C1=O
  1.4	.
- COc1ccc(S(=O)(=O)Nc2ccc3c(c2)C(=O)N([C@H](C)CO)C[C@@H](C)[C@H](CN(C)C(=O)Nc2ccc(F)cc2)OCCCC[C@@H](C)O3)cc1
  3.2	.
- O=C(CCCCCC(=O)Nc1ccccc1O)N/N=C/c1ccc(Br)o1
  -0.1	3.7
- COCC(=O)N(C)C[C@@H]1Oc2cc(C#C[C@@H](C)O)ccc2S(=O)(=O)N([C@H](C)CO)C[C@@H]1C
  -1.7	-10.9
- C[C@H]1CN([C@@H](C)CO)C(=O)Cc2cc(NC(=O)Nc3ccc(F)cc3)ccc2O[C@@H]1CN(C)Cc1ccc(C(=O)O)cc1
  0.9	10.5
- C[C@@H]1CCCCO[C@@H](CN(C)C(=O)Nc2ccc3c(c2)OCO3)[C@@H](C)CN([C@@H](C)CO)C(=O)c2cc(NC(=O)C3CCCCC3)ccc2O1
  1.0	.
- Cn1c(CN2CCOCC2)nnc1SCC(=O)Nc1cc(C(F)(F)F)ccc1Cl
  -0.4	-13.9
- C[C@@H]1CN([C@@H](C)CO)C(=O)c2ccccc2-c2ccccc2CO[C@H]1CN(C)C(=O)Oc1ccccc1
  .	-21.0
- C[C@@H]1CN([C@@H](C)CO)C(=O)c2cc(NS(=O)(=O)c3cccs3)ccc2O[C@@H]1CN(C)S(C)(=O)=O
  -0.3	.
- C[C@H]1CCCCO[C@H](CN(C)Cc2ccc(C(F)(F)F)cc2)[C@@H](C)CN([C@@H](C)CO)C(=O)c2cc(NC(=O)Nc3ccc(C(F)(F)F)cc3)ccc2O1
  -0.6	.
- C[C@@H]1CN([C@@H](C)CO)S(=O)(=O)c2ccc(-c3cccc(C(=O)N(C)C)c3)cc2O[C@@H]1CN(C)C
  0.1	.
- O=C(C1=C[C@H](c2ccc3c(c2)Cc2ccccc2-3)C[C@H](OCCCCO)O1)N1CCCCC1
  .	17.3
- O=C(C[C@H]1C=C[C@H](NC(=O)c2ccccn2)[C@H](CO)O1)NCc1cc(F)cc(F)c1
  -0.3	6.3
- O=C(O)Cc1cc2ccccc2nc1C(=O)O
  -0.8	-10.9
- COc1cccc(-c2ccc3c(c2)O[C@@H](CN(C)Cc2cccnc2)[C@H](C)CN([C@@H](C)CO)S3(=O)=O)c1
  0.2	.
- COc1ccc(NC(=O)N(C)C[C@H]2Oc3c(NC(=O)Nc4c(C)noc4C)cccc3C(=O)N([C@@H](C)CO)C[C@H]2C)cc1
  -0.1	.
- CCCC(=O)Nc1ccc2c(c1)OC[C@@H](C)N(CC1CCOCC1)C[C@H](C)[C@H](OC)CN(C)C2=O
  0.0	-0.2
- COc1cc(/C=N/NC(=O)c2ccccn2)c([N+](=O)[O-])cc1OC
  0.0	3.2
- O=C1OC(c2ccccc2)C(O)(c2ccccc2)C12CCCCC2 (centres undefined)
  -0.2	-14.7
- CO[C@@H]1CN(C)C(=O)c2cc(NS(C)(=O)=O)ccc2OC[C@H](C)N(C(=O)C2CCOCC2)C[C@@H]1C
  -0.3	-1.3
- CC(=O)N(C)C[C@H]1Oc2cc(-c3ccccc3C)ccc2S(=O)(=O)N([C@H](C)CO)C[C@@H]1C
  -0.5	12.4
- C[C@@H]1CCCCO[C@@H](CN(C)Cc2ccc3c(c2)OCO3)[C@@H](C)CN([C@H](C)CO)C(=O)c2cc(NS(=O)(=O)c3ccccc3)ccc2O1
  0.6	.
- O=C(C[C@@H]1CC[C@@H](NC(=O)C2CC2)[C@@H](CO)O1)NCc1ccncc1
  -0.3	1.2
- C[C@@H]1CN([C@H](C)CO)S(=O)(=O)c2ccc(C#CC3(O)CCCC3)cc2O[C@@H]1CN(C)C(=O)Nc1cccc(F)c1
  0.2	.
- CC1(CN2CCC(n3c(=O)[nH]c4ccccc43)CC2)OCc2ccccc2-n2cccc21 (centres undefined)
  0.2	.
- CC(C)CC#Cc1cnc2c(c1)C(=O)N([C@@H](C)CO)C[C@H](C)[C@@H](CN(C)C(=O)c1ccc3c(c1)OCO3)O2
  -3.1	.
- C[C@@H]1CN([C@@H](C)CO)C(=O)c2cc(/C=C/c3ccccc3)cnc2O[C@H]1CN(C)Cc1ccncc1
  0.6	.
- Cc1nc2ccccc2n1CC(O)COCC1CC=CCC1 (centres undefined)
  1.5	8.6
- C[C@H](CO)N1C[C@H](C)[C@H](CN(C)S(C)(=O)=O)Oc2ccc(N(C)C)cc2C1=O
  .	5.4
- Cc1ccc(S(=O)(=O)Nc2ccc3c(c2)C(=O)N([C@@H](C)CO)C[C@@H](C)[C@H](CN(C)Cc2ccc(C(F)(F)F)cc2)OCCCC[C@H](C)O3)cc1
  1.5	.
- Cc1noc(C)c1NC(=O)N(C)C[C@@H]1OCCCC[C@@H](C)Oc2ccc(NC(=O)Nc3ccc4c(c3)OCO4)cc2C(=O)N([C@H](C)CO)C[C@@H]1C
  4.7	.
- CO[C@H](CN(C)S(=O)(=O)c1ccc(F)cc1)[C@@H](C)CN(Cc1ccccc1Cl)[C@H](C)CO
  -0.5	23.7
- C[C@H]1CN([C@@H](C)CO)C(=O)CCCn2cc(nn2)CO[C@H]1CN(C)CC1CCCCC1
  -0.1	-4.8
- CC(C)NC(=O)Nc1cccc2c1O[C@H](CN(C)C(=O)Nc1ccc(C(F)(F)F)cc1)[C@H](C)CN([C@@H](C)CO)C2=O
  .	-15.3
- O=C(CSc1nnc(-c2cccs2)n1-c1ccccc1)N1CCc2ccccc21
  0.1	12.8
- CN(C)C(=O)C[C@@H]1CC[C@@H](NC(=O)NC2CCCCC2)[C@H](CO)O1
  -0.2	0.7
- COCCOC(=O)N1C(=O)[C@@]2(c3cc(C#CC4(O)CCCCCC4)ccc31)[C@H](C(N)=O)[C@H]1C(=O)O[C@H](c3ccccc3)[C@H](c3ccccc3)N1[C@@H]2c1ccc(OCCO)cc1
  .	-17.2
- O=c1cc(-c2ccccc2)oc2ccc(O)cc12
  0.2	-11.2
- Cc1cc(=O)[nH]c(SCCOc2ccc(C(=O)c3ccccc3)cc2)n1
  -0.3	31.1
- O=C(NCC[C@H]1CC[C@H](NS(=O)(=O)Cc2ccccc2)[C@@H](CO)O1)C1CCCCC1
  0.2	-10.9
- O[C@@H]1[C@@H](O)[C@H](OC/C=C/c2ccccc2)O[C@H](CO[C@@H]2OC[C@H](O)[C@H](O)[C@H]2O)[C@H]1O
  -0.3	89.6*

Record cards (already shown):
COc1ccc(NC(=O)N(C)C[C@H]2Oc3c(NC(=O)Nc4c(C)noc4C)cccc3C(=O)N([C@@H](C)CO)C[C@H]2C)cc1 across the screens: IDH1 R132H inh = -0.1; EZH2 inh = .
O[C@@H]1[C@@H](O)[C@H](OC/C=C/c2ccccc2)O[C@H](CO[C@@H]2OC[C@H](O)[C@H](O)[C@H]2O)[C@H]1O across the screens: IDH1 R132H inh = -0.3; EZH2 inh = 89.6*

Next compounds
The line under a structure holds: IDH1 R132H inh	EZH2 inh
- C[C@H]1CN([C@@H](C)CO)C(=O)c2cccc(NS(=O)(=O)c3cn(C)cn3)c2O[C@H]1CN(C)Cc1ccc2c(c1)OCO2
  1.9	.
- O=C(NCC[C@@H]1CC[C@H](NC(=O)c2ccc3c(c2)OCO3)[C@@H](CO)O1)Nc1ccc(Cl)cc1
  0.2	3.4
- C[C@H](CO)N1C[C@H](C)[C@H](CN(C)C(=O)Nc2ccc(C(F)(F)F)cc2)OCc2cn(nn2)CCCC1=O
  0.4	1.4
- Cc1noc(C)c1NC(=O)Nc1cccc2c1O[C@H](CN(C)C(=O)Nc1c(C)noc1C)[C@H](C)CN([C@@H](C)CO)C2=O
  -0.3	.
- C[C@H](CO)N1C[C@H](C)[C@@H](CN(C)Cc2ccc(C(F)(F)F)cc2)Oc2c(NS(=O)(=O)c3cn(C)cn3)cccc2C1=O
  0.2	-4.2
- COc1ccc(C(=O)Nc2ccc(Cc3ccc(NC(=O)c4ccc(OC)cc4)c(O)c3)cc2O)cc1
  1.6	.
- CCC(C)(C)C(=O)O[C@H]1C[C@@H](C)C=C2C=C[C@H](C)[C@H](CC[C@@H]3C[C@@H](O)CC(=O)O3)[C@H]21
  4.3	.
- C=CCNC(=O)[C@H]1[C@@H]2C(=O)O[C@@H](c3ccccc3)[C@@H](c3ccccc3)N2[C@@H](c2ccc(OCCO)cc2)[C@]12C(=O)Nc1ccc(C#Cc3ccc(OC)cc3)cc12
  .	-22.3
- C[C@H]1CN([C@@H](C)CO)C(=O)Cc2cc(NS(C)(=O)=O)ccc2O[C@@H]1CN(C)Cc1ccc(C(=O)O)cc1
  4.2	.
- Cc1noc(C)c1NC(=O)Nc1ccc2c(c1)C(=O)N([C@H](C)CO)C[C@H](C)[C@@H](CN(C)S(=O)(=O)c1ccccc1)OCCCC[C@@H](C)O2
  -2.7	.
- C[C@@H]1CN([C@H](C)CO)C(=O)Cc2cc(NS(C)(=O)=O)ccc2O[C@H]1CN(C)C(=O)Nc1ccc2c(c1)OCO2
  0.5	.
- C/C=C/c1ccc2c(c1)O[C@H](CN(C)C(=O)CN1CCOCC1)[C@@H](C)CN([C@H](C)CO)S2(=O)=O
  -0.1	.
- COc1ccc(CN(C)C[C@@H]2Oc3c(NC(=O)Nc4cccc5ccccc45)cccc3C(=O)N([C@@H](C)CO)C[C@@H]2C)cc1
  -1.3	-4.4
- CNS(=O)(=O)c1ccc2c(c1)oc(=O)c1cc(S(=O)(=O)NC)ccc12
  0.2	19.0
- C[C@@H]1CN([C@@H](C)CO)C(=O)Cc2cc(N(C)C)ccc2O[C@@H]1CN(C)Cc1ccccc1
  -0.7	1.8
- O=C(N/N=C/c1ccc[nH]1)c1ccccn1
  -0.1	-0.2
- O=S1(=O)c2cccc3cccc(c23)N1CCCN1CCN(c2ccc(F)cc2)CC1
  -0.4	36.7
- O=C(C[C@H]1CC[C@H](NS(=O)(=O)c2ccccc2)[C@H](CO)O1)NCc1ccncn1
  -0.1	-3.8

Shown in markdown: entries from further up
| structure | IDH1 R132H inh | EZH2 inh |
| --- | --- | --- |
| CNS(=O)(=O)c1ccc2c(c1)oc(=O)c1cc(S(=O)(=O)NC)ccc12 | 0.2 | 19.0 |
| O=C(C[C@H]1CC[C@H](NS(=O)(=O)c2ccccc2)[C@H](CO)O1)NCc1ccncn1 | -0.1 | -3.8 |
| Cc1noc(C)c1NC(=O)Nc1cccc2c1O[C@H](CN(C)C(=O)Nc1c(C)noc1C)[C@H](C)CN([C@@H](C)CO)C2=O | -0.3 | . |

Compound activity as filed in PubChem.
